High-throughput results as filed in PubChem BioAssay.
CHO-K1 Ca antag: nonselective inhibitor or artifact in parental CHO-K1 cells. ATP-induced calcium, Fluo-8 fluorescence. inhibition, % at 3 µM. hit rate 0.6% among 360,000;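 active = inhibition above a per-plate cutoff, the plate's mean sample inhibition plus 3 SD, cut at about 24% in these data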;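 note: 0% = DMSO plus EC80 ATP and 100% = DMSO alone without ATP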
V1aR counter: agonists of human V1a receptor, primary screen, counter-screen for OXTR agonist project, fluorescence, CHO-V1R cells. Fluo-8 calcium fluorescence, agonist mode; 0% DMSO, 100% 3 nM vasopressin. activation, % at 3 µM. hit rate 0.25% among 320,000;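 active = activation above the mean activation of all tested compounds plus 3 SD, per screening run, cut at about 20% in these data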;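 note: signal is peak over basal fluorescence ratio across a 100 second FLIPR read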
TAAR1 antag: human TAAR1 antagonists, primary screen, Fluo-8 calcium fluorescence, CHO RD-HGA16 cells | Trace amine-associated receptor 1 (Homo sapiens), Q96RJ0 | antagonist | inhibition, % at 3 µM | hit rate 1.5% among 360,000;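 active = inhibition above a per-plate cutoff, the mean inhibition of test compounds on that plate plus 3 SD, cut at about 49% in these data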;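 note: 0% = DMSO plus EC80 beta-PEA response and 100% = DMSO alone without agonist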
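Test system: hTAAR1-expressing CHO RD-HGA16 cells, Gα16-coupled; Probe or stimulus: EC80 β-phenethylamine stimulus; Compound dosing: single nominal final test compound concentration of 3 µM; Timing: 140 s kinetic read after compound, 140 s after agonist; Signal: Fluo-8 calcium-sensitive fluorescence; Measure: % inhibition of agonist calcium response; Controls: DMSO and EC80 PEA controls.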
CHO parental Ca: ATP-evoked calcium signal inhibitors, parental CHO, primary screen, counter-screen for OX1R antagonist project, cell-based, fluorescence, Fluo-8 calcium dye | parental CHO-K1, ATP-induced calcium, Fluo-8 fluorescence | inhibition, % at 5.6 µM | hit rate 0.63% among 330,000;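 active = inhibition above that plate's mean sample inhibition plus 3 SD, cut at about 26% in these data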;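 note: 0% = ATP-challenged DMSO wells and 100% = DMSO wells without ATP; some compounds past the cut are filed as inactive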
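Material – parental CHO cells · Reagent – ATP stimulus · Compound – single nominal dose of 5.6 µM per compound · Detection – Fluo-8 fluorescence · Read-out basis – percent inhibition of calcium signal · Controls – ATP-challenged DMSO wells low, unchallenged DMSO wells high · Repeats – no replicates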
OXTR potentiate: human OXTR potentiators, primary screen, fluorescence, CHO-OTR cells, Fluo-8 calcium; hit rate 0.061% among 320,000; Fluo-8 calcium fluorescence, potentiator mode; 0% = oxytocin EC15, 100% = EC100; Oxytocin receptor (Homo sapiens), P30559; activation, % at 3 µM; AID 2445, 2010;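 active = activation above that plate's cutoff, the mean activation of tested compounds plus 3 SD, cut at about 6.6% in these data, passing the limit was not always enough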;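 note: 100% uses oxytocin at 75 nM as the full agonist control; some results filed as inactive read as strong as hits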
Target sequence (P30559 whole entry, looked up): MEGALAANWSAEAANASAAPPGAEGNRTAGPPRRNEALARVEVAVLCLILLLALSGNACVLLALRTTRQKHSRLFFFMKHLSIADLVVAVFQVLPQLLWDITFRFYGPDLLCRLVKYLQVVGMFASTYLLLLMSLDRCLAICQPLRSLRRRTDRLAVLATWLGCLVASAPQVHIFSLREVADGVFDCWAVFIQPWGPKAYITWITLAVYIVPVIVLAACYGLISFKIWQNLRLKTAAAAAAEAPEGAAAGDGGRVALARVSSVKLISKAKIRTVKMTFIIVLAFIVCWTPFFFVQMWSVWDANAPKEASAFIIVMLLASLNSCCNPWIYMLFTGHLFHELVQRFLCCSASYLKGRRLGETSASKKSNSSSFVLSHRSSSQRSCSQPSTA
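test system = CHO-OTR cells, human receptor | compound = single-point 3.0 µM | schedule = 6 min compound pre-incubation at room temperature, 100 s kinetic read | signal = Fluo-8 no-wash calcium dye fluorescence, excitation 470-495 nm, emission 515-575 nm | repeats = single well per compound, singlicate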
M1 ag: human M1 muscarinic receptor agonists, primary screen, Fluo-8 calcium fluorescence, CHO-K1 cells, HTS; Muscarinic acetylcholine receptor M1 (Homo sapiens), P11229; CHO-K1 hM1, agonist mode; 0% DMSO, 100% acetylcholine EC100; activation, % at 3 µM; hit rate 0.33% among 360,000;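 active = activation above the run's mean compound activation plus 3 SD, cut at about 16% in these data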;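 note: peak over basal fluorescence ratio within a 140 s kinetic read after compound addition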
Target sequence (P11229 whole entry, looked up): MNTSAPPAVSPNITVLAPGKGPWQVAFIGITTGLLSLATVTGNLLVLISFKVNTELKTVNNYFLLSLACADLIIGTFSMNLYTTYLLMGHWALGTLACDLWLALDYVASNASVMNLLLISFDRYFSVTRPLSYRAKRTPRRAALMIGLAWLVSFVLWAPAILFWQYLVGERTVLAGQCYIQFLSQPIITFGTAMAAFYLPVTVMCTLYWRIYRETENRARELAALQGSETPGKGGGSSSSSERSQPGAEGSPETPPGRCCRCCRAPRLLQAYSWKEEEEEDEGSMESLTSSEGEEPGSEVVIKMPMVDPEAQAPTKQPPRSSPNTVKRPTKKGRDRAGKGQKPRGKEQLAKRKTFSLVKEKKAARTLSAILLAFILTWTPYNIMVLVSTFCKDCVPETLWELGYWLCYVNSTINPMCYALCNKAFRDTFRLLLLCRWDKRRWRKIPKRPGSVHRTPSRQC
TAAR1 agonist: human TAAR1 agonists, primary screen, Fluo-8 calcium fluorescence, CHO RD-HGA16 cells; Trace amine-associated receptor 1 (Homo sapiens), Q96RJ0; vehicle wells 0%, saturating PEA agonist 100%; activation, % at 3 µM; hit rate 0.99% among 360,000; AID 624467, 2012;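 active = activation above the mean activation of all test compounds in the run plus 3 SD, cut at about 38% in these data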
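Repeats: no replicates (n 1) | Material: CHO-derived RD-HGA16 cells with stable Gα16 and human TAAR1 | Technique: Kinetic Fluo-8 calcium fluorescence | Schedule: 17-24 h seeding, 75 min 37 °C dye, 30 min RT | Evaluation: % activation from peak over basal fluorescence ratio, DMSO-to-PEA scaled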
CHO-K1 Ca PAM: nonselective calcium activators in parental CHO-K1 cells, primary screen, counter-screen for M1 PAM project, cell-based, Fluo-8 calcium fluorescence, full deck, 1536-well; hit rate 0.02% among 360,000; activation, % at 3 µM; ATP EC20; 0% at ATP EC20, 100% at ATP max;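 active = activation above the run cutoff, the mean activation of all test compounds plus 3 SD, cut at about 40% in these data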;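 note: peak over basal fluorescence ratio in a 140 s read after ATP addition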
M1 ag parental: counter-screen for M1 agonists: effect in parental CHO-K1 cells; hit rate 0.48% among 360,000; activation, % at 3 µM; Fluo-8 calcium fluorescence; scaled to maximal ATP response, vehicle zero; in the data active = activation above about 15%;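 note: untransfected CHO-K1 host cells lacking M1 receptor as counterscreen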
* hit, by the source's call; . = no result given.

cpd	SMILES	V1aR counter	CHO-K1 Ca PAM	OXTR potentiate	CHO parental Ca	M1 ag	TAAR1 agonist	M1 ag parental	TAAR1 antag	CHO-K1 Ca antag
1	Cc1c(C(=O)N2CCCCC2)c(S(=O)(=O)N2CCc3ccccc32)c(C)n1C	0.0	-8	-9	-4	-1	1	-0.3	-16	-6
2	CNC(=O)CS(=O)(=O)CC(=O)Nc1cc(OCCOC)c(Cl)cc1Cl	-0.7	8	-7	-8	-4	1	0.3	7	-14
3	CCOc1ccc2nc(N3CCC(C(=O)N4CCN(C5CCCCC5)CC4)CC3)sc2c1	1.5	5	-5	-8	-11	0	1.8	-21	5
4	O=C(CN1CCN(CC(=O)Nc2ccccc2Cl)CC1)NCC1(N2CCOCC2)CCCCC1	.	5	.	.	-3	1	1.1	-20	-1
5	O=C(NCc1ccc(Cl)cc1)C1CCN(c2nnc(N3CCCC3=O)s2)CC1	1.1	13	-1	-8	-2	0	0.8	-10	-8
6	NNC(=O)c1ccc(Oc2cc(Cl)cc(Cl)c2)o1	-0.1	-18	-4	-11	-2	-2	-0.7	15	12
7	CN1CCN(NC(=O)c2c(-c3ccccc3)sc3ccccc23)CC1	0.6	11	-4	-21	-8	7	0.4	11	-18
8	COc1ccc(-c2coc3cc4oc(=O)cc(-c5ccccc5)c4cc23)cc1F	-0.8	29	-10	-18	-6	9	0.2	12	-5
9	CC1=C(C(=O)OCC2CCCO2)C(c2ccccc2)NC(=O)N1 (stereo unspecified)	0.6	-1	-3	-7	-3	5	0.0	-8	-4
10	O=C(NCc1ccccc1)C1CCCN(C(=O)Nc2ccccc2)C1 (stereo unspecified)	-0.3	15	3	-4	-4	1	0.5	14	-14
11	COc1ccc2c(c1)N(C)C(=O)CC(c1ccccc1)=N2	-0.9	19	-7	-7	-4	2	0.4	9	-8
12	CCCCC(=O)N(C)c1c(C)nc2ccc(C(=O)Nc3cccc(NS(C)(=O)=O)c3)cn12	.	-5	.	.	-3	0	-0.1	-7	12
13	c1ccc(Cc2cc[n+](Cc3ccccc3)cc2)cc1	-0.5	-9	-6	-5	-13	8	-0.3	10	4
14	O=C(NNc1nc(-c2ccccc2)cs1)c1ccccc1	5.0	15	-8	2	-2	8	-0.3	-6	2
15	COc1ccc(OC(C)C(=O)NC(C)c2ccccc2)cc1 (stereo unspecified)	-1.9	13	-6	-16	-7	-2	1.4	-1	-5
16	CN(C)S(=O)(=O)c1cccc(NC(=O)COC(=O)/C=C/c2cccs2)c1	2.9	-13	-4	-5	-2	7	2.1	8	7
17	OC[C@@H]1CN(Cc2cccc(C(F)(F)F)c2)C[C@H](n2cnc3c(NCc4ccco4)ncnc32)O1	.	8	.	.	6	17	8.5	74*	-5
18	CC(C)c1ccc(NC(=O)C2CCCN(S(=O)(=O)c3cnc[nH]3)C2)cc1 (stereo unspecified)	-0.2	7	-4	1	-1	4	0.6	-4	-12
19	COC(=O)c1sccc1OC(C)C(C)=O (stereo unspecified)	1.1	8	0	-3	0	-1	-0.2	14	-5
20	O=C1CN(C(=O)COC(=O)CCS(=O)(=O)c2ccccc2)c2ccccc2N1	0.9	5	4	9	-4	1	0.8	-1	-18
21	COc1cccc(/C=N\NC(=O)C2=NNC(=O)C2C)c1O (stereo unspecified)	-0.3	24	5	-6	-5	7	-0.1	-2	-15
22	Cc1nnc(SCC(=O)Nc2ccc(S(=O)(=O)N3CCCC3)cc2)n1N	0.9	1	-14	1	-3	8	0.3	1	-2
23	Cc1ccc([N+](=O)[O-])cc1NC(=O)c1ccc2c(c1)OCO2	0.0	19	-3	-16	-8	1	1.5	5	-15
24	CCc1nnc(NC(=O)c2cnccn2)s1	-0.2	14	-1	2	-4	3	0.2	-1	-1
25	CCCNC(=O)COc1coc(CN2CCN(Cc3ccccc3)CC2)cc1=O	0.8	-17	0	-14	-12	4	0.8	-14	-11
26	CC(C)NCC(O)COCCOc1ccc(Br)cc1 (stereo unspecified)	-0.8	6	-1	-13	-7	1	0.3	6	-5
27	CN(C)c1cccc(C(=O)Nc2cccc(S(=O)(=O)NC3=NCCC3)c2)c1	0.9	-1	2	-8	-2	1	0.0	0	-2
28	Cc1sc2ncnc(NCC3CCCO3)c2c1C (stereo unspecified)	6.4	-4	-10	1	0	8	2.7	13	6
29	COC(=O)/C(=C/c1c[nH]c2ccccc12)NC(C)=O	-0.2	26	-8	-2	-3	1	1.8	5	-6
30	CC(=O)c1ccc(NC(=O)NNS(=O)(=O)c2ccc([N+](=O)[O-])cc2)cc1	-0.8	-20	2	-5	0	3	-0.2	-7	3
31	O=c1cc(C(F)(F)F)nc(SC/C=C/c2ccccc2)[nH]1	2.3	-10	-5	13	1	.	0.5	.	-1
32	COc1ccc(-c2cc(C(=O)NCc3ccc(F)cc3)[nH]n2)c(C)c1	.	13	.	.	-1	2	1.8	-15	-4
33	CC(CC(=O)Nc1nnc(CC(C)(C)C)s1)c1ccccc1 (stereo unspecified)	0.0	-1	-6	-18	0	2	-0.4	-14	8
34	Cc1cc(NC(=O)CN2C(=O)/C(=C/c3ccccc3F)SC2=S)no1	4.2	18	-10	-7	2	12	0.9	-26	-14
35	COc1ccc(-c2cc(CCCC(=O)N3CCN(c4ccc(OC)cc4)CC3)no2)cc1	4.9	-3	-6	-13	1	1	2.6	7	-4
36	C=CCn1c(SCC(=O)NC(=O)NCCC)nnc1C1CCCCC1	1.4	3	-3	-15	-2	13	0.0	0	-8
37	CCCn1nnc(NC(=O)C(c2ccccc2)c2ccccc2)n1	4.2	18	-2	-9	-2	15	1.3	-14	-2
38	CC(C)c1ccccc1OCC(=O)Nc1ccc2[nH]ncc2c1	0.8	7	-5	-16	-2	3	1.5	-3	-7
39	Cc1ccc(OCC(=O)OC2CCCN(C)C2)cc1 (stereo unspecified)	0.4	13	-1	-2	-11	0	0.4	-2	-11
40	CCCCN(CCCC)S(=O)(=O)c1ccc(NS(=O)(=O)c2ccc(NC(C)=O)cc2)cc1	1.4	9	-5	-15	-4	.	0.2	.	-17
41	COc1cccc(Cn2c(=O)sc3ccccc3c2=O)c1	0.0	9	3	-19	-10	6	-0.2	17	1
42	C=CCC[C@@H](Cc1ccc(F)cc1)C(=O)OC[C@H](Cc1c[nH]c2ccccc12)NC(=O)[C@H](CC=C)CC(=O)N(CCO)Cc1ccccc1	1.3	5	-9	-19	0	3	1.8	39	-8
43	Cc1ccc(C(C)C)c(OCC(=O)Nn2c(C)nc3ccccc3c2=O)c1	0.0	9	-14	-1	0	15	2.8	17	8
44	CCOC(=O)c1cc(C)nc(N2CCCCC2)c1C#N	-1.6	11	1	-10	-5	19	0.3	-36	-5
45	Clc1ccc2nncn2n1	-0.2	2	-1	11	-5	4	-0.1	12	6
46	Cc1ccc(NC2CCCN(C(=O)c3ccccc3-c3ncc[nH]3)C2)cc1C (stereo unspecified)	0.5	9	-5	-22	-1	0	0.0	10	1
47	Cc1ccc(-c2cc(C(=O)N/N=C\c3cnn(C)c3C)c3ccccc3n2)cc1C	0.1	13	-1	-38	1	19	0.7	41	-4
48	CCn1c(CN2CCN(C(=O)c3ccco3)CC2)nc2c1c(=O)n(C)c(=O)n2C	0.3	4	2	-2	-4	5	0.5	-16	0
49	CCOC(=O)COc1c(/C=N\O)cc(Cl)cc1OC	-0.8	11	-8	-9	-8	1	0.1	-9	-1
50	CCOC(=O)[C@H]1[C@H]2COc3cc(OC)ccc3[C@@H]2N2C(=O)c3ccc(C)cc3NC(=O)[C@@]12C	-1.3	6	3	-22	-10	8	-0.2	9	-10
51	CSc1ccc(C2(O)Cc3cccc[n+]3C2c2ccccc2)cc1 (stereo unspecified)	3.3	1	-1	-5	-7	12	0.0	-30	-1
52	Cc1nn(C)c(C)c1CN(C(=O)C1CCC(=O)N(C2CCCCCC2)C1)C(C)C (stereo unspecified)	0.0	20	-12	-10	-3	0	1.8	-15	-23
53	COc1ccc(N2C(=O)c3ccccc3NC2c2ccc(NC(C)=O)cc2)c(OC)c1 (stereo unspecified)	-0.1	6	-8	14	-1	0	1.1	-22	-9
54	CCN1C(=O)[C@H]2[C@H]3CN=C(SCc4ccc(C)cc4)N3[C@@](Cc3ccccc3)(C(=O)OC)[C@H]2C1=O	.	6	.	-22	-2	5	0.5	12	0
55	O=C(O)c1cc(S(=O)(=O)N2CCCCC2)sc1Cl	2.2	10	-2	1	1	2	0.1	0	-3
56	Cc1c(NC(=O)C(C#N)=C2CCCCC2)c(=O)n(-c2ccccc2)n1C	-0.2	-9	-10	-1	-2	7	-0.2	2	19
57	CC(Cn1cncn1)C(=O)N1CCN(S(=O)(=O)c2ccccc2)CC1 (stereo unspecified)	0.8	21	-6	1	-1	-1	0.9	-4	-12
58	COc1cccc(C(C(=O)NC2CCCC2)N(C(=O)c2ccco2)c2cccc(C(C)=O)c2)c1OC (stereo unspecified)	0.8	10	-3	-4	0	1	1.0	-18	-11
59	CC1(C)c2ccccc2N2CCC(=O)NC21/C=C/c1ccco1 (stereo unspecified)	3.7	0	-1	-16	-1	2	2.1	12	4
60	O=C(N/N=C\c1ccc(O)c([N+](=O)[O-])c1)c1ccccc1-n1cccc1	0.7	4	-6	-8	-3	0	0.2	-6	8

3 compounds already listed, ordered by length of the SMILES, smallest number first.
cpd	SMILES	V1aR counter	CHO-K1 Ca PAM	OXTR potentiate	CHO parental Ca	M1 ag	TAAR1 agonist	M1 ag parental	TAAR1 antag	CHO-K1 Ca antag
30	CC(=O)c1ccc(NC(=O)NNS(=O)(=O)c2ccc([N+](=O)[O-])cc2)cc1	-0.8	-20	2	-5	0	3	-0.2	-7	3
40	CCCCN(CCCC)S(=O)(=O)c1ccc(NS(=O)(=O)c2ccc(NC(C)=O)cc2)cc1	1.4	9	-5	-15	-4	.	0.2	.	-17
42	C=CCC[C@@H](Cc1ccc(F)cc1)C(=O)OC[C@H](Cc1c[nH]c2ccccc12)NC(=O)[C@H](CC=C)CC(=O)N(CCO)Cc1ccccc1	1.3	5	-9	-19	0	3	1.8	39	-8
